Bioassay records: PubChem, several laboratories
Peg3 prom inh: inhibitors of Peg3 promoter; HeLa PEG-Prom luciferase reporter, luminescence, overnight; actives 1.7% (n = 360,000); inhibition, % at 20 µM;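 active means inhibition of at least 50% at 20 µM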
Shn3 3UTR inh: inhibitors of Schnurri-3 3'UTR reporter in osteoblasts; inhibition, % at 12.5 µM; Clone20 osteoblast Shn3 3'UTR firefly luciferase, 24 h; actives 0.52% (n = 360,000);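 active means mean inhibition of at least 75% with every replicate also reaching 75%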;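 further: 0% = median of neutral control wells and 100% = pilot-screen positive control compound; some compounds past the cut are filed as inactive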
MITF TRPM1 inh: inhibitors of MITF-driven TRPM1 promoter in melanoma cells. actives 0.83% (n = 330,000). SK-MEL-5 TRPM1 promoter luciferase, 24 h. inhibition, % at 12.5 µM;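 active means mean inhibition across replicates of 60% or more, whatever share of single replicates reaches that level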; further: values of inactives mirror those of a sister screen read the other way
aDG glyco up: increases alpha dystroglycan glycosylation; actives 0.22% (n = 360,000); AID 624168; Pro5-aDG cells, alpha-DG glycosylation AlphaScreen (IIH6); 0% Pro5, 100% B10-LARGE cell signal; activation, % at 10 µM;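 active means activation of at least 8% versus controls, or a plate z-score of at least 8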;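 further: Pro5 are CHO cells carrying HIG-tagged alpha-DG that lacks glycosylation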
CF NFkB inh: cystic fibrosis NF-kB activation inhibition. KKLEB NF-kB-GFP reporter, PAF-induced, GFP fluorescence overnight. actives 0.86% (n = 360,000). inhibition, % at 5 µM. AID 588850;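 active means at least 50% inhibition at 5 µM, scaled per plate between neutral and stimulator controls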;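 further: PAF is a Pseudomonas aeruginosa culture filtrate used as stimulus; plate controls were PAF-stimulated DMSO wells for no effect and unstimulated DMSO wells for full effect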
HIF-2a inh: inhibitors of HIF-2a; 786-0 RCC cells HIF-2a reporter, luciferase luminescence, overnight; inhibition, % at 18.8 µM; actives 0.72% (n = 360,000); AID 624352;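 active means inhibition of the luminescence signal of 40% or more relative to plate controls, in a single-dose primary screen at 18.75 µM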
KKLEB tox: reduces viability of KKLEB cystic fibrosis airway cells | KKLEB CF airway cells viability, ATPlite luminescence, overnight; stronger effect = lower value; cells stimulated with P. aeruginosa culture filtrate | activity change (cytotoxicity), % at 5 µM | actives 0.36% (n = 360,000);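 active means corrected activity change at or below -50% at 5 µM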
iPSC survival up: hiPSC single-cell survival enhancement. ATPlite luminescence; 100% = ROCK inhibitor wells, 0% = DMSO. survival enhancement, % at 20 µM. actives 0.044% (n = 360,000); in the data active means survival enhancement above about 18%;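 further: cells exposed to compounds for 16 hours before the ATP read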
NR2E3 ag-1: activates human photoreceptor nuclear receptor NR2E3. actives 0.12% (n = 320,000). inhibition of corepressor binding, % at 4.78 µM. Q9Y5X4. GST-NR2E3/biotin-RetCOR TR-FRET, 1536-well. AID 2300;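 active means percent inhibition above the cutoff of mean plus 3 SD of all tested compounds, set per screening campaign, cut at about 20% in these data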;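 further: 0% = DMSO wells and 100% = biotin wells as full block of FRET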
Target sequence (Q9Y5X4 whole entry, looked up): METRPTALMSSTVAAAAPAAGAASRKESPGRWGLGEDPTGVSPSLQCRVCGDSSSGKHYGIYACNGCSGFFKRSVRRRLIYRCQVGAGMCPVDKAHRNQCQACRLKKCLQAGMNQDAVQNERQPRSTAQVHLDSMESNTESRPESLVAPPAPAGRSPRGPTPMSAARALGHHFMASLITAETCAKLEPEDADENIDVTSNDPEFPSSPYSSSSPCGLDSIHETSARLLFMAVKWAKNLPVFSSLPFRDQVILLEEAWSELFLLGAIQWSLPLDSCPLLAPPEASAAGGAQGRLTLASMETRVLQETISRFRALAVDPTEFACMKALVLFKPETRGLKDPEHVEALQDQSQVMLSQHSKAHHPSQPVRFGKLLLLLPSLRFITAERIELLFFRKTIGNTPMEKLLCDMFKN
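Material: NR2E3–RetCOR corepressor complex / Incubation: Compound–protein incubation for 5 h at 4 °C / Dosing: compound at 4.8 µM, single dose / Detection: time-resolved FRET / Benchmarks: high control biotin, low control 0.6% DMSO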
TWEAK Fn14 block: inhibitors of TWEAK-Fn14 interaction signaling; TWEAK-stimulated Fn14 reporter cells, luciferase luminescence, 8 h; inhibition, % at 10 µM; actives 2% (n = 360,000); in the data active means inhibition above about 50%
NR2E3 ag-2: agonists of human NR2E3 nuclear receptor. AID 602229. inhibition of corepressor binding, % at 3.98 µM. CHO-S Gal4-NCOR/VP16-NR2E3 two-hybrid, luciferase. actives 0.35% (n = 360,000);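 active means inhibition above the mean of all tested compounds plus 3 SD, cut at about 70% in these data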;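 further: 0% = DMSO with NR2E3 transfected cells and 100% = cells lacking NR2E3 construct; higher means lower luciferase signal from less NR2E3 corepressor binding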
* hit, by the source's call; . = no result given; & = joins results of further samples.

SMILES | Peg3 prom inh | Shn3 3UTR inh | MITF TRPM1 inh | aDG glyco up | CF NFkB inh | HIF-2a inh | KKLEB tox | iPSC survival up | NR2E3 ag-1 | TWEAK Fn14 block | NR2E3 ag-2
Cc1cc(Oc2ccccc2)nc(SCC(=O)Nc2ccc(Cl)cc2Cl)n1 | 22 | -3 | -8 | 0.4 | 4 | 15 | 0 | 1.6 | 3 | 3 | -10
CC(=O)Nc1ccccc1C(=O)C(=O)Nc1ccccc1 | -49 | -37 | 4 | -0.3 | -10 | -142 | -1 | -0.1 | -1 | -14 | -27
CC(C)C(=O)Nc1ccc(NC(=O)c2ccc3c(c2)OCO3)cc1 | -59 | -19 | -3 | -0.1 | 13 | -71 | 0 | 0.0 | 3 | -13 | -24
OCC1OC(c2ccc(O)cc2O)C(O)C1O (stereo not given) | . | . | . | 0.0 | . | 7 | . | -1.0 | . | -14 | -12
N/C(=N\OC(=O)c1ccc(Cl)cc1)c1cccnc1 | -176 | -55 | -44 | 0.7 | -4 | -195 | 11 | -1.6 | 0 | -21 | -94
O=C(NCc1ccccc1)c1cc(C2CCCCN2C(=O)c2ccc(Cl)cc2)on1 (stereo not given) | 14 | 9 | . | -0.1 | 1 | -6 | -2 | -0.4 | . | 12 | -8
O=[N+]([O-])c1ccc(S(=O)(=O)NN=Cc2ccc3c(c2)OCO3)cc1 | 2 | 8 | -4 | 0.1 | -4 | 12 | 4 | -3.4 | . | -26 | -1
CCCc1nnc(SCC(=O)Nc2ccc(NC(C)=O)cc2)n1-n1cccc1 | 11 | -8 | 4 | 0.1 | -19 | 11 | 17 | -0.4 | -1 | 20 | -7
Cc1ccc(-n2nc3ccc(NC(=O)c4ccc5c(c4)OCO5)cc3n2)cc1 | -13 | -9 | -4 | -0.1 | -44 | -27 | -19 | -3.4 | -3 | 4 | -6
c1ccc(N2CCN(C3CC4CCC3C4)CC2)cc1 (stereo not given) | -14 | -7 | -5 | -0.1 | 2 | -14 | -10 | -0.6 | 4 | -4 | -9
O=C(NCC(=O)N1CCN(S(=O)(=O)/C=C/c2ccccc2)CC1)c1ccccc1F | -1 | -11 | -5 | 0.1 | -6 | 26 | 8 | -0.2 | -1 | 21 | -25
COc1cc(CN2C(=O)C(Cc3ccccc3)ON=C2c2ncccc2C)cc(OC)c1 (stereo not given) | -1 | -6 | . | -0.2 | 13 | 10 | 16 | -2.9 | . | -7 | -2

Record cards, as listed above:
O=C(NCc1ccccc1)c1cc(C2CCCCN2C(=O)c2ccc(Cl)cc2)on1 (stereo not given) is listed with Peg3 prom inh = 14; Shn3 3UTR inh = 9; MITF TRPM1 inh = .; aDG glyco up = -0.1; CF NFkB inh = 1; HIF-2a inh = -6; KKLEB tox = -2; iPSC survival up = -0.4; NR2E3 ag-1 = .; TWEAK Fn14 block = 12; NR2E3 ag-2 = -8
O=C(NCC(=O)N1CCN(S(=O)(=O)/C=C/c2ccccc2)CC1)c1ccccc1F is listed with Peg3 prom inh = -1; Shn3 3UTR inh = -11; MITF TRPM1 inh = -5; aDG glyco up = 0.1; CF NFkB inh = -6; HIF-2a inh = 26; KKLEB tox = 8; iPSC survival up = -0.2; NR2E3 ag-1 = -1; TWEAK Fn14 block = 21; NR2E3 ag-2 = -25
OCC1OC(c2ccc(O)cc2O)C(O)C1O (stereo not given) is listed with Peg3 prom inh = .; Shn3 3UTR inh = .; MITF TRPM1 inh = .; aDG glyco up = 0.0; CF NFkB inh = .; HIF-2a inh = 7; KKLEB tox = .; iPSC survival up = -1.0; NR2E3 ag-1 = .; TWEAK Fn14 block = -14; NR2E3 ag-2 = -12

The list goes on:
SMILES | Peg3 prom inh | Shn3 3UTR inh | MITF TRPM1 inh | aDG glyco up | CF NFkB inh | HIF-2a inh | KKLEB tox | iPSC survival up | NR2E3 ag-1 | TWEAK Fn14 block | NR2E3 ag-2
CCOc1cccc(OCCCNCCCOC)c1 | 6 | 3 | 4 | -0.3 | 0 | 13 | 14 | 1.7 | -2 | -6 | -19
CC(=O)N1CC2(NC(=O)c3ccccc3N2)c2ccccc21 (stereo not given) | 12 | -14 | -3 | 0.1 | -2 | 15 | -14 | -3.8 | 0 | -21 | 12
CC1CCN(C(=O)c2ccc3ccccc3c2)CC1 | -324 | -78 | -74 | 1.0 | -29 | -295 | 3 | -0.1 | 1 | 1 | -133
O=C(OCC(O)C(O)COC(=O)c1ccccc1)c1ccccc1 (stereo not given) | 7 | 3 | 0 | 0.1 | 0 | 6 | -5 | 0.7 | -2 | 9 | 6
CCOC(=O)c1cnc2c(CC)cccc2c1NCCN1CCOCC1 | 13 | 8 | 1 | 0.3 | -7 | 21 | -7 | 0.0 | 0 | -2 | -2
Cc1ccc(C(C(=O)NC2CCCCC2)N(C(=O)c2csnn2)C2CCCC2)o1 (stereo not given) | 17 | -1 | 5 | 0.1 | 5 | 11 | -1 | -1.2 | 2 | -3 | -5
CC(OC(=O)CNC(=O)c1ccccc1)C(=O)Nc1ccc(S(=O)(=O)N2CCOCC2)cc1 (stereo not given) | -12 | -11 | 5 | -0.1 | 16 | 13 | -2 | -0.4 | . | 6 | 0
O=C(NCc1ccco1)c1cccc(-c2ccc3nncn3c2)c1 | 7 | -18 | . | 0.1 | -8 | 4 | -7 | -1.0 | . | -9 | -24
COCc1ccc(CN2CCC(n3nccc3NC(=O)CCCc3ccccc3)CC2)o1 | 1 | -19 | 1 | 0.0 | 10 | -2 | -4 | -0.6 | 0 | 0 | -7
COC(=O)[C@H](CC(C)C)NC(=O)/C=C/[C@H]1O[C@@H](n2ccc(=O)[nH]c2=O)[C@H](O)[C@@H]1O | -9 | -10 | . | 0.0 | -10 | 10 | -14 | -1.0 | . | -12 | 6
Cc1cccc(C(=O)N=c2c(C#N)cc3c(=O)n4cccc(C)c4nc3n2Cc2ccco2)c1 | -30&3 | -7&7 | -11&-11 | 0.3&0.6 | -30&-12 | -88&23 | 9&12 | 7.7&1.3 | -2 | -7&1 | -2&-21
CC(=O)c1ccccc1C(=O)N1CCCC(C(=O)c2ccc(C(F)(F)F)cc2)C1 (stereo not given) | -129 | 10 | -33 | 0.3 | -1 | -157 | -7 | 0.0 | 1 | -16 | -21
O=C(COC(=O)/C=C/c1ccc([N+](=O)[O-])cc1)NCC1CCCO1 (stereo not given) | 13 | -9 | -3 | 0.0 | -30 | 18 | -5 | 0.0 | 0 | 29 | 16
N#Cc1c(N)n[nH]c1Cc1cccc2ccccc12 | 9 | 12 | -3 | -0.1 | 18 | 9 | -8 | -1.3 | -3 | -5 | -33
COc1cc(C(=O)NCCC(=O)NCCN2CCOCC2)cc(OC)c1OC | 13 | 2 | 12 | -0.2 | 12 | 13 | 4 | 0.8 | 4 | 0 | -1
CCCCOC(=O)/C=C\C(=O)NC(N)=O | 11 | 39 | 2 | 0.2 | 57* | 32 | -10 | -0.6 | 1 | 39 | 6
O=C(COC(=O)Cc1n[nH]c(=O)c2ccccc12)Nc1ncc(Cl)cc1Cl | -13 | -1 | 16 | 1.8 | 10 | -1 | -7 | -0.5 | 0 | -1 | 2
COc1ccc(-n2nc(C(=O)NCC(=O)N3CCCCC3)c3ccccc3c2=O)cc1 | -80 | -55 | -40 | 0.1 | -13 | -116 | 1 | 0.0 | 1 | -1 | -41
CCC(=O)Nc1cc2c(C)cc(=O)oc2cc1C | 0 | -3 | 9 | 0.4 | 0 | 3 | 1 | 1.9 | -2 | -12 | 0
O=C(NCc1ccco1)C(C(=O)c1ccc(F)cc1)n1ccccc1=O (stereo not given) | 4 | -3 | 2 | -0.1 | -3 | 12 | -2 | 1.1 | 0 | 6 | -5
O=C1C2C3C=CC(C3)C2C(=O)N1c1ccncc1 (stereo not given) | 1 | -1 | -3 | -0.3 | 4 | 17 | -13 | 9.5 | 2 | 15 | -26
CCN(CC)C(=O)CSc1nnc(CCN)o1 | 6 | 0 | 9 | 0.0 | -6 | 19 | 6 | 0.0 | 4 | -1 | -3
COc1ccc(-c2c(-c3ccc(C#N)cc3)oc(=O)c3cc(OC)c(OC)cc23)cc1 | -9 | 27 | 1 | -0.1 | 2 | 10 | 14 | -4.4 | . | -17 | -8
COc1ccc(N2CCN(CC(=O)NC(=O)NCc3ccco3)CC2)cc1 | 11 | 7 | 3 | -0.1 | 7 | -7 | -6 | 0.7 | 2 | 7 | -10
COc1cc(OC)cc(C(=O)NNC(=O)c2ccc(-n3cncn3)c([N+](=O)[O-])c2)c1 | -14 | -6 | -11 | 0.0 | -13 | -22 | 0 | -0.4 | -1 | 3 | -33
Cc1cccc(NC(=O)CC23CC4CC(C2)CC(n2nnc(C)n2)(C4)C3)c1 | 8 | -28 | 5 | 0.1 | -5 | 6 | 8 | -1.5 | 3 | -17 | -35
Cc1c(C(=O)c2ccccc2)c2ccccn2c1CCc1ccccn1 | 9 | -21 | 18 | -0.1 | 21 | -14 | -1 | 0.4 | 0 | 10 | -32
CCc1nn(CCCC(=O)N(C)Cc2ccccc2)c(=O)c2cc3occc3n12 | 7 | 13 | -6 | 0.2 | 5 | -12 | -16 | -0.6 | 3 | -12 | -9
COC(=O)[C@H](CC(C)C)NC(=O)NCCC1=CCCCC1 | -5 | -5 | -3 | -0.1 | 3 | 16 | 6 | -0.5 | 0 | -18 | 17
COC(=O)CCN1CCC2CC1c1cc(N3CCCCC3)ccc12 (stereo not given) | -7 | -12 | . | -0.1 | -6 | -2 | 4 | 4.5 | . | -20 | -24
COc1ccccc1NC(=O)C(=O)N(c1cccnc1)C(C(=O)NC(C)(C)C)c1ccccc1F (stereo not given) | 19 | -5 | -3 | -0.1 | 12 | 12 | -19 | -0.1 | 2 | 0 | -34
O=C(c1ccncc1)c1nccn1-c1ccccn1 | -5 | -4 | 6 | 0.1 | -20 | 12 | 6 | -2.0 | -4 | 4 | 5
Cc1cccc(S(=O)(=O)N2CN(CC3CCCO3)c3nc4ccccc4nc32)c1 (stereo not given) | 0 | 29 | -1 | -0.1 | -12 | -6 | 1 | -0.4 | 0 | 2 | -20
N#CCCN(Cc1ccccc1)C(=O)Nc1ccc2c(c1)CCO2 | 16 | -11 | -2 | -0.1 | 3 | 8 | -5 | -0.1 | 3 | 5 | 0
Cc1nnc(N/N=C/c2c[nH]c3ccccc23)[nH]c1=O | -15 | -1 | -9 | 1.1 | -12 | -9 | 3 | 0.0 | -1 | 0 | 18
CCCNC(=O)C1(C)CCN(CCOc2ccc(Cl)cc2)C1 (stereo not given) | 15 | 3 | . | 0.0 | 1 | -3 | 16 | -1.3 | . | 2 | -36
CC(=O)c1sc(-c2ccc(F)cc2)cc1NS(=O)(=O)c1ccc(C)cc1 | 21 | 2 | -3 | 0.0 | -9 | 15 | -7 | -0.3 | -1 | -5 | -1
COc1cccc(NC(=O)c2cnc(SCC(=O)NCc3ccc4c(c3)OCO4)n(C)c2=O)c1 | -13 | -35 | -7 | 0.1 | 15 | -13 | -16 | -0.3 | 0 | 28 | -10
Cc1ccc(Nc2nc(CSc3nnc(-c4ccc(F)cc4)n3C)cs2)cc1 | -277 | -17 | -70 | 0.6 | 10 | -187 | -22 | -1.6 | 3 | 64* | -139
O=C1CC(C(=O)N2CCN(c3ccccn3)CC2)CN1Cc1ccccc1Cl (stereo not given) | 12 | 3 | -3 | 0.0 | -10 | 2 | 10 | -0.5 | -3 | 3 | 3
